Assay outcomes deposited in PubChem by Broad Institute.
Casp6 inh = blocks human caspase-6 cleavage activity; purified caspase-6, Z-VEID-R110 cleavage fluorescence; AID 686996; 350,000 compounds, 0.53% hits; inhibition, % at 12.5 µM; P55212;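 active means mean inhibition across replicates at least about 35%, with every replicate also reaching that limit, limit read from the data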;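 further: 0% = median of neutral control wells and 100% = no fluorescence left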
Target sequence (P55212 24-179 limits assumed): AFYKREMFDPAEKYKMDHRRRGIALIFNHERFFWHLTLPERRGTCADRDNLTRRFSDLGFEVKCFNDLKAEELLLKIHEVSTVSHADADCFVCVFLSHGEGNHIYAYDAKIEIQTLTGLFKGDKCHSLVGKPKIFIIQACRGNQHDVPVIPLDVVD
Target sequence (P55212 194-293 limits assumed): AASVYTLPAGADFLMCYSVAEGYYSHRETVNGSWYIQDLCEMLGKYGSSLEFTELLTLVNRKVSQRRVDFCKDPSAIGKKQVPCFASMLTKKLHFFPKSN
esBAF inh = blocks esBAF chromatin remodeling in mouse ES cells. Bmi1-luciferase knock-in reporter, 24 h; 100% = twice the neutral-well signal. reporter increase, % at 12.5 µM. 350,000 compounds, 2% hits. AID 602393; in the data active means activation above about 40%;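 further: 0% = median of the plate's neutral control wells and 100% = double that signal; a rise in the Bmi1 reporter signal indicates esBAF inhibition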
S100A4 inh HTS = blocks human S100A4 binding to myosin IIA peptide; 360,000 compounds, 0.14% hits; inhibition, % at 10.7 µM; S100A4/TAMRA-MyoIIA peptide fluorescence polarization; P26447; AID 652163;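 active means mean inhibition of at least 70% across replicates, with every replicate also reaching that level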
Target sequence (P26447 whole entry, looked up): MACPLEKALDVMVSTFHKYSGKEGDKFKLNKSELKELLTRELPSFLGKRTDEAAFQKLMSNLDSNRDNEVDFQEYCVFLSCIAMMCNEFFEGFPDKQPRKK
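Material: S100A4 monomer protein | Medium: HEPES pH 7.2 with CaCl2, KCl, NaCl, DTT, Triton | Reagent: Labelled myosin peptide probe, 5 nM | Doses: One dose per compound | Times: 5 min incubation before reading | Benchmarks: Neutral control DMSO, positive control TFP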
FN deposit inh = fibronectin deposition inhibition; AH1F fibroblasts, Alexa488-fibronectin deposition fluorescence, overnight; inhibition, % at 12.6 µM; 350,000 compounds, 0.086% hits; AID 743247;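 active means mean inhibition across replicates of 30% or more, regardless of how many single replicates reach that level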;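 further: positive control wells lacked labelled fibronectin entirely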
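Material: AH1F fibroblast monolayer depositing Alexa488-labelled fibronectin into matrix / Amount: 10000 AH1F cells per well / Signal: fluorescence 485/525 nm / Medium: DMEM, 2% serum / Compound: single dose, pinned / Incubation: 1 h cell adhesion before compound, then overnight fibronectin incubation / Reagent: Alexa488-FN, 24 nM final / Read-out: inhibition of fibronectin deposition signal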
SIRT5 inh = inhibitors of human sirtuin-5 desuccinylase; Q9NXA8; inhibition, % at 15 µM; Purified SirT5, succinyl-peptide AMC, trypsin-coupled fluorescence; 330,000 compounds, 1.1% hits; in the data active means inhibition above about 15%
Target sequence (Q9NXA8 whole entry, looked up): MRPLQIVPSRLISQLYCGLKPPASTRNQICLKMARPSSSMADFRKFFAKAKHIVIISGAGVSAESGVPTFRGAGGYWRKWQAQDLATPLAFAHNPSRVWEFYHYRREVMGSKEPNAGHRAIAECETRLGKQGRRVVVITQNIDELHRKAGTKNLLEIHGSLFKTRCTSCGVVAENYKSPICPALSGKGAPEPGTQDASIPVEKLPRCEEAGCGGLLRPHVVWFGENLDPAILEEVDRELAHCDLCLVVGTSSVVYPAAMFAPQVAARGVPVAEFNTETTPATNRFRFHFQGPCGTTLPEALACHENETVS
C2C12 statin = suppression of simvastatin myotoxicity; 330,000 compounds, 0.78% hits; rescue of ATP level, % at 7.49 µM; C2C12 myotubes + simvastatin, ATP luminescence, 48 h; scaled: DMSO 0, geranylgeraniol control 100;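 active means mean ATP rescue above about 67%, or every replicate alone reaching that limit, limit read from the data, passing the limit was not always enough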;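 further: myotubes were challenged with 10 µM simvastatin during compound exposure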
LGR2 antag = blocks bursicon-induced cAMP signaling via Drosophila LGR2 | inhibition, % at 9.99 µM | 380,000 compounds, 0.35% hits | HEK293 LGR2, CRE-luciferase, bursicon-stimulated, 4 h;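 active means drop in luminescence signal, shown as inhibition above about 50% in the replicate tests, limit read from the data, passing the limit was not always enough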;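 further: agonist challenge used bursicon conditioned medium at about half maximal strength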
Numbers without * were called inactive; · = no result given. This is a subset (hit frequency here may not be typical).

molecule,LGR2 antag,Casp6 inh,C2C12 statin,esBAF inh,SIRT5 inh,FN deposit inh,S100A4 inh HTS
O=C(NNS(=O)(=O)c1ccc2ccccc2c1)NC1CCCCC1,18.7,·,-0.4,1.4,·,0.8,·
CCNC(=O)C1(C)CCN(Cc2cccc(C(F)(F)F)c2)C1 (stereo not given),16.5,-1.9,13.8,-6.5,4.5,-4.0,-2.4
C[C@@H]1CN([C@H](C)CO)C(=O)c2cccc(NC(=O)Nc3ccccc3)c2O[C@H]1CN(C)C(=O)Nc1ccc(C(F)(F)F)cc1,-13.1,-0.4,-30.9,3.8,0.8,·,1.3
Cn1c(=O)c2c(-c3ccccc3)n(-c3cc([N+](=O)[O-])ccc3O)cc2n(C)c1=O,-9.9,4.8,11.7,4.8,3.1,1.6,-4.6
CC(=O)N1CCc2cc(S(=O)(=O)CCC(=O)N(C)Cc3ccco3)ccc21,8.7,-0.1,-5.5,4.9,-0.5,3.8,-3.1
Cc1[nH]c(=O)[nH]c(=O)c1/C=C/C(=O)OCC(C)C,-4.7,0.2,-2.7,-2.5,·,8.1,-1.6
CO[C@H]1CN(C)C(=O)c2ccc(NC(C)=O)cc2OC[C@H](C)N(Cc2nccs2)C[C@H]1C,5.1,1.1,10.7,-1.6,6.3,14.7,1.2
Cc1nn(CC(=O)NCCCN2CCCC2)c(=O)c2nn(-c3ccccc3)c(C)c12,10.5,-14.6,7.3,2.4,0.0,3.2,-6.6
CCC(=NCc1ccco1)c1c(C(F)(F)F)[nH]n(-c2nc3ccccc3s2)c1=O,·,·,1.4,-25.8,·,-2.8,·
COC/C=C/C1=CC2=CC(=O)C(C)(OC(=O)c3cnc4ccccc4n3)C(=O)C2=CN1CCCCO (stereo not given),-0.3,17.6,-8.5,0.0,-3.8,0.9,-0.3
COc1ccc(NC(=O)c2cc(Br)ccc2Cl)c(OC)c1,2.5,-0.4,·,·,·,-5.0,-0.2
C[C@H](CO)N1C[C@H](C)[C@@H](CN(C)Cc2ccccc2)Oc2cc(C3=CCCCC3)ccc2S1(=O)=O,27.3,·,-69.9,·,·,3.4,·
Cc1ccc(S(=O)(=O)Nc2ccc(S(=O)(=O)Nc3nccs3)cc2)c([N+](=O)[O-])c1,-0.1,2.9,·,·,-6.0,·,-2.7
NC(=O)C[C@@H]1NC(=O)CNC(=O)c2cc([N+](=O)[O-])cc(I)c2NCCC(C(N)=O)NC1=O (stereo not given in full),-0.9,0.0,1.8,0.3,1.9,-2.3,-1.2
CCCC(=O)Nc1cccc(NC(=O)c2ccc3c(c2)OCO3)c1,·,·,-10.8,17.7,·,-3.4,·
COc1ccc(NC(=O)CC2C(=O)N(c3ccc(Cl)cc3)C(=S)N2CCc2ccccn2)cc1 (stereo not given),-6.4,3.1,·,·,0.5,0.8,-0.3
COc1ccc(CN(C)C(=O)CCl)cc1,-2.4,0.2,·,·,-2.5,·,-3.3
CCN(C(=O)c1ccco1)c1nnc(-c2cccnc2)s1,-60.5,1.9,27.9,40.0,-2.1,3.8,-7.5
C[C@H](CO)N1C[C@H](C)[C@@H](CN(C)Cc2ccncc2)Oc2ccc(NC(=O)C3CCCCC3)cc2CC1=O,10.6,-5.3,-2.5,-2.6,-0.1,·,6.0
Cc1ccc(-c2[nH]ncc2C(=O)c2ccccc2C)c(O)c1,21.2,-1.4,12.0,-0.8,-1.0,2.6,-14.3
COc1ccc(CCC(=O)OCC(=O)Nc2ccc3[nH]c(=O)[nH]c3c2)cc1,0.7,1.0,·,·,-1.4,0.9,-6.0
CCN(Cc1ccccc1)C(=O)/C=C/c1ccccc1[N+](=O)[O-],4.6,0.3,·,·,1.3,-2.1,-4.2
Fc1ccc(COc2ccc(Br)cc2CNCC2CCCO2)cc1 (stereo not given),-7.2,-2.2,-16.2,-9.9,-0.4,-13.1,27.9
CC(C)NC(=O)N1[C@H](C#N)[C@H](c2ccc(-c3ccc(F)cc3)cc2)[C@H]1CO,0.0,-0.8,-1.8,-1.3,-4.5,-5.5,-40.6
Cc1cc(Cl)ccc1NC(=O)CSc1nnc(Cc2cccs2)n1Cc1ccco1,·,·,6.0,2.1,·,1.7,·
Cn1c(=O)[nH]c2nc[nH]c2c1=O,18.2,2.3,-1.2,3.5,3.7,-11.4,-1.9
CCOc1ccc(CNC(=O)C2CCN(S(=O)(=O)N3CCCC3)CC2)cc1OC,·,·,13.8,-4.6,·,-2.6,·
COc1ccc(-c2nc(CS(=O)(=O)CC(=O)NCCCN3CCN(C)CC3)c(C)o2)cc1,7.5,-92.5,4.0,3.3,-1.5,-14.2,6.6
C[C@H](CO)N1C[C@H](C)[C@@H](CN(C)Cc2ccc3c(c2)OCO3)Oc2ccc(NC(=O)CCCN(C)C)cc2CC1=O,25.8,-1.9,-7.8,-3.1,-4.0,4.9,-2.0
N#CC(c1nc2ccccc2nc1N1CCCC1)S(=O)(=O)c1ccccc1 (stereo not given),-2.0,·,43.8,3.4,·,·,·

Reformatted: entries from further up
Below each SMILES – LGR2 antag	Casp6 inh	C2C12 statin	esBAF inh	SIRT5 inh	FN deposit inh	S100A4 inh HTS
CCN(Cc1ccccc1)C(=O)/C=C/c1ccccc1[N+](=O)[O-]
    4.6	0.3	·	·	1.3	-2.1	-4.2
Fc1ccc(COc2ccc(Br)cc2CNCC2CCCO2)cc1 (stereo not given)
    -7.2	-2.2	-16.2	-9.9	-0.4	-13.1	27.9
CC(C)NC(=O)N1[C@H](C#N)[C@H](c2ccc(-c3ccc(F)cc3)cc2)[C@H]1CO
    0.0	-0.8	-1.8	-1.3	-4.5	-5.5	-40.6

Other results follow:
molecule,LGR2 antag,Casp6 inh,C2C12 statin,esBAF inh,SIRT5 inh,FN deposit inh,S100A4 inh HTS
CN1CCN(C(=O)C[C@@H]2CC[C@@H]3[C@H](COC[C@H](O)CN3Cc3cccc(F)c3)O2)CC1,1.8,-1.2,-2.6,0.1,2.6,5.5,9.4
Cc1ccc(C)c(NC(=O)COC(=O)c2ccc3ccccc3n2)c1,5.9,-3.9,16.1,-6.9,-4.9,-1.9,0.2
COc1ccc(/C=N/NC(=O)c2[nH]ncc2Br)c(OC)c1,-42.7,·,-5.2,38.4,·,·,·
CSc1nc(S(=O)(=O)c2ccc(C)cc2)c(Cl)s1,-11.8,1.5,·,·,1.8,·,-2.1
CCCCc1cc(=O)oc2cc(C)cc(OCC(=O)NCC3CCC(C(=O)O)CC3)c12 (stereo not given),3.8,-4.6,-10.1,-7.8,-8.7,·,-2.9
COc1ccccc1-c1cnn2c(NC3CCCC3)cc(C)nc12,-73.9,-0.8,-22.4,61.8*,-2.9,10.7,-0.4
COC(=O)C[C@H]1CC[C@@H]2[C@H](COc3ccc(NC(=O)c4cccs4)cc3C(=O)N2C)O1,-7.1,·,7.7,2.2,·,-2.1,·
Cc1nn(C)c(C)c1/C=N/O,0.7,·,-2.7,-2.7,·,·,·
CC1CN(c2ccc(Oc3ccccc3)cc2)c2nc3c(c(=O)n(CC(N)=O)c(=O)n3C)n2C1 (stereo not given),6.9,-0.4,·,4.1,-4.2,0.3,-1.9
Cc1onc(C(=O)NCc2cccs2)c1[N+](=O)[O-],11.9,0.9,·,·,-6.2,10.9,2.0
S=c1[nH]nc2ccccn12,-7.6,4.8,-3.9,0.1,-3.6,-3.8,8.9
CNC[C@@H]1Oc2c(NS(=O)(=O)c3ccc(C)cc3)cccc2C(=O)N([C@@H](C)CO)C[C@@H]1C,-15.5,-0.6,-18.5,-3.7,7.6,·,0.6
O=C(COC(=O)c1cc(Cl)ccc1O)c1ccc2c(c1)OCO2,-59.6,2.5,·,·,-1.8,10.0,-2.7
COc1ccc(NS(=O)(=O)c2cc(NC(=O)[C@@H](NC(N)=O)C(C)C)ccc2C)cc1,17.1,4.0,-6.0,1.9,-0.6,3.9,0.2
COc1ccc(-c2noc(CCC(=O)NCCCN3CCN(c4ccccc4F)CC3)n2)cc1,10.8,-5.8,-1.3,-5.7,-0.6,-0.5,-7.1
C[C@H]1CN([C@@H](C)CO)C(=O)c2cccc(NS(=O)(=O)c3ccc(F)cc3)c2O[C@@H]1CN(C)S(=O)(=O)c1cn(C)cn1,-2.5,1.4,-7.5,-1.4,1.9,·,2.2
CC(C)NC(=O)N[C@@H]1CC[C@H](CCNC(=O)C2CCCC2)O[C@H]1CO,0.6,·,2.0,-1.1,·,9.2,3.1
CCOC(=O)[C@]12CCCC=C1N(Cc1ccccc1)C(=O)[C@H](CC(=O)NCc1cccc(C(F)(F)F)c1)C2,17.6,2.7,·,·,·,3.8,-1.4
O=C(O)CC(CC(=O)N1CCOCC1)c1ccccc1 (stereo not given),7.8,1.0,0.2,-4.4,3.9,2.0,1.6
O=C(C[C@@H]1C=C[C@@H](NS(=O)(=O)c2ccccc2)[C@@H](CO)O1)NCc1ccccc1F,10.5,0.6,2.9,-1.7,-2.1,·,-1.9
N#CCC(=O)Nc1ccc(C(=O)NCCc2c[nH]c3ccccc23)cc1,-4.2,4.1,21.3,-0.9,-5.1,5.5,-2.2
CCOc1ccccc1NC(=O)CC1SC(=N)N(c2ccccc2)C1=O (stereo not given),9.0,2.0,·,·,-2.4,-18.8,3.0
C[C@@H]1CN([C@H](C)CO)C(=O)Cc2cc(NS(=O)(=O)c3ccccc3)ccc2O[C@@H]1CN(C)S(=O)(=O)c1cccs1,-18.6,1.0,-10.0,5.7,-0.3,·,2.6
CS(=O)(=O)N1CCC(C(=O)Nc2cc(Cl)cc(Cl)c2)CC1,-4.6,0.0,·,·,-4.0,-9.8,-7.5
CC(=O)Nc1cccc(NC(=O)CS(=O)(=O)c2cn(CC(=O)N3CCCC3)c3ccccc23)c1,-0.3,4.2,-12.9,0.8,-2.7,-3.1,-1.6
C[C@H](CO)N1C[C@H](C)[C@@H](CN(C)C(=O)C2CCC2)Oc2ncc(C#CC(C)(C)O)cc2C1=O,-1.0,2.1,3.1,1.1,-1.3,·,-11.8
O=C(CCc1ccc(O)cc1)c1c(O)cc(O)cc1O,3.0,13.9,10.8,1.3,·,-3.1,-14.6
O=C(COC(=O)CNC(=O)c1ccco1)NCCN1C(=O)CSC1=O,·,·,-0.6,-5.8,·,0.5,·
CC(C)Nc1nc(-c2cccnc2)nc(-c2ccc(Cl)cc2)c1C#N,-10.6,-6.4,-26.9,-4.3,-3.9,0.3,-2.9
COc1ccccc1NC(=O)N[C@H]1CC[C@H](CCn2cc(C3(O)CCCC3)nn2)O[C@@H]1CO,7.5,-2.7,-12.2,1.7,-1.9,-8.6,4.5

Next results follow:
molecule,LGR2 antag,Casp6 inh,C2C12 statin,esBAF inh,SIRT5 inh,FN deposit inh,S100A4 inh HTS
Cc1ccc(S(=O)(=O)NN=Cc2cc(Cl)ccc2O)cc1,3.6,4.2,23.8,18.6,3.2,3.2,-3.7
Cc1ccc(C)c(OCCCCn2ccnc2)c1,·,·,-45.1,-1.5,·,0.1,·
Nc1nc(NCC(=O)O)nc(NC2CCCCC2)c1[N+](=O)[O-],-3.0,-2.1,-2.6,-0.2,1.7,-0.1,-8.1
CC1CCN(S(=O)(=O)c2ccc(N=NC3=C(O)CC(C)(C)CC3=O)cc2)CC1,-9.5,·,3.8,-11.8,·,5.7,·
CCOC(=O)C1(C)CCCN(C(=O)c2ccc3snnc3c2)C1 (stereo not given),-5.2,-2.2,3.4,7.2,-2.0,-7.2,-1.5
COc1cccc(OCC(=O)Nc2cc(Cl)ccc2Oc2ccccc2)c1,-10.2,-0.3,·,·,2.7,8.3,-2.7
CC(C)c1ccc(NC(=O)Cc2c(C(=O)O)n(C)c3ccccc23)cc1,19.1,-0.8,-3.2,-5.0,1.9,3.6,5.1
O=[N+]([O-])c1cccc(/C(=N/N=C/c2ccccc2Br)C23CN4CN(CN(C4)C2)C3)c1,·,·,-4.0,-9.2,·,1.3,·
